Assay outcomes (PubChem BioAssay)
SSB-PriA inh = K. pneumoniae PriA-SSBct interaction inhibition; AlphaScreen SSBct-PriA binding, biotinylated peptide; inhibition, % at 33 µM; 430,000 tested, 0.6% active; AID 1272365; in the data active means inhibition mostly above about 37%, no sharp cut-off; inactive means mostly below about 20%;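 further: plate controls were negative control peptide for no effect and reference peptide for full effect; strong numbers were not always called active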
* = called active by the depositor; & = joins results of further samples. Some of the compounds tested, so the mix of outcomes need not match the whole.

Start of the listing, in advance (3 entries):
SMILES	SSB-PriA inh
Cc1ccc(-n2ncc3c(SCC(=O)N4CCc5ccccc54)ncnc32)c(C)c1	-10.0
O=C(Nc1ccc2c(c1)N(S(=O)(=O)c1ccccc1)CCC2)C12CC3CC(CC(C3)C1)C2	-9.0
COCCn1cc(NC(=O)NCc2ccc3c(c2)OCO3)c2ccccc21	8.0

The list itself (from the top)
SMILES	SSB-PriA inh
Cc1ccc(-n2ncc3c(SCC(=O)N4CCc5ccccc54)ncnc32)c(C)c1	-10.0
O=C(Nc1ccc2c(c1)N(S(=O)(=O)c1ccccc1)CCC2)C12CC3CC(CC(C3)C1)C2	-9.0
COCCn1cc(NC(=O)NCc2ccc3c(c2)OCO3)c2ccccc21	8.0
COc1ccc2c(c1)CCC[C@@]2(O)CNS(=O)(=O)c1cccc(Cl)c1C	-1.0
CC(=O)NN=C(C)c1ccc(Br)cc1Br	-14.3
CCOC(=O)c1sc(N=CN(C)C)nc1C	-7.1&4.0
CCCc1ccc(S(=O)(=O)Nc2ccc3c(c2)N(C(=O)c2cccs2)CC3)cc1	-9.0
O=C(/C=C/c1cccs1)NC(=S)Nc1ccc(S(=O)(=O)Nc2nccs2)cc1	8.0
CCC(Sc1nc(N)c(NC(=O)c2ccco2)c(=O)[nH]1)C(=O)OC (configuration not stated)	-25.0
CCOc1ccc(NC(=S)NCc2ccccc2)cc1	8.0
O=C(NCCCn1ccnc1)C(=O)NCC1OCCCN1S(=O)(=O)c1cccs1 (configuration not stated)	11.0
O=C(Nc1nc2c(s1)CSc1ccccc1-2)c1ccc(Cl)s1	-11.0
CN1CCCc2cc(C(CNC(=O)c3cccc(C(F)(F)F)c3)N3CCCC3)ccc21 (configuration not stated)	23.0
O=C(NCCC(O)c1ccccc1)C(=O)Nc1ccccc1Cl (configuration not stated)	-15.0
Cc1ccc(C(=O)NN=Cc2ccc(N3CCOCC3)cc2)c(C)c1	-23.7
COc1ccc(S(=O)(=O)NCc2ccc([C@@H](O)c3ccsc3)s2)cc1Cl	-2.0
Cc1nc(-c2ccccc2)sc1-c1cc(=O)[nH]c(SCC(=O)Nc2cc(F)ccc2F)n1	-14.0
NC(=NOC(=O)c1ccco1)c1cccnc1	-5.2
CN(C)c1ccc(C=NNC(=S)SCN2C(=O)C3CCC(C)(C2=O)C3(C)C)cc1 (configuration not stated)	14.5
NC(=S)NN=C1CCOc2ccc(F)cc21	-5.6
CC(CC(=O)N1CCN(C=O)CC1)=NNC(=O)c1ccc(Cl)cc1	-0.1
C(=NN1CCN(C2c3ccccc3-c3ccccc32)CC1)c1cccs1	-2.9
CCOc1ccc(N2CC(NC(=O)NC3CCCCC3C)CC2=O)cc1 (configuration not stated)	5.0
Cc1cc(C(=O)Nc2ccccc2-c2csc(-c3ccccc3F)n2)c(C)o1	3.0
Cc1noc(-c2cn(CCNC(=O)C(C)Oc3ccccc3)nn2)n1 (configuration not stated)	-1.0
CC(=O)N1CC(c2nc(CCN)no2)C1	6.0
COc1ccccc1-c1ccc(N2CCC(NC(=O)c3cnccn3)CC2)nn1	6.0
CN(C)c1ccc(C=Nn2c(-c3cccnc3)n[nH]c2=S)cc1	-10.0
CC1(C)Cc2c(sc(N=CN3CCOCC3)c2C#N)C(C)(C)N1	-7.4
COc1ccc(OC)c2sc(N(CCCN(C)C)C(=O)c3cc(C)no3)nc12	0.0
Cc1cnc2c(c1N1CCN(C(=O)c3ccco3)CC1)c(=O)n(CC(=O)NC(C)C)c(=O)n2C	-13.0&-13.0
CC(O)(CNC(=O)c1cncc(Br)c1)C1CC1 (configuration not stated)	10.0
Cc1ccsc1C=NNC(=O)CC(=O)NCc1ccccc1	-5.3
Cc1noc(C)c1CCC(=O)N1CCC(Oc2cccnc2)CC1	-3.0
Cn1nc2c(c1NC(=O)CSc1ccc(F)cc1)CCC2	-13.0&-7.0
COc1cccc(CC(=O)Nc2nnc(Cc3ccc(C)cc3)o2)c1	-2.0
NC(CC(=O)Nc1ccc(F)c(Cl)c1)=NOC(=O)c1cccs1	-4.0
Nc1c(C(=O)N2CCCC2)nsc1C(=O)NCCC1=CCCCC1	-16.0
Cc1nn(C2CCS(=O)(=O)C2)c(C)c1N1CCN(C(=O)c2nc3ccccc3s2)CC1 (configuration not stated)	-12.0
COCc1nc2ccccc2n1CC(=O)NCc1ccco1	2.0
COc1ccc(NC(=O)CS(=O)(=O)c2ccc(Cl)s2)cc1Cl	1.0
COC(=O)c1ccc(Cn2cnc3c(-c4cccc(F)c4)csc3c2=O)o1	-6.0
O=C(CNC(=O)c1ccco1)N/N=C\c1ccccc1	2.0
COc1cc(-c2nnc(NC(=O)c3cc4cc([N+](=O)[O-])ccc4s3)o2)cc(OC)c1OC	-13.0
O=C(Cc1ccccc1Cl)NCCn1ccc(-c2ccncc2)n1	-8.0
O=C(NNC(=S)NC(=O)c1cccnc1)c1cccnc1	0.7
Cc1cc(C)c(C)c(S(=O)(=O)NCC(=O)N2CC(C)CC(C)C2)c1C (configuration not stated)	-3.0
CCc1c(C)nc(SCC(=O)Nc2cc(C)on2)[nH]c1=O	-5.0
COc1ccc(OC)c(-c2ccc(=O)n(CC(=O)NCc3ccco3)n2)c1	-1.0
Cc1ccc(NC(=O)CSc2nc3cc(-c4ccccc4)sc3c(=O)n2C)c(Cl)c1	-10.0

Grouped by structure, the compounds so far with an aryl thioether with sulfur outside any ring (six)
SMILES	SSB-PriA inh
Cc1ccc(-n2ncc3c(SCC(=O)N4CCc5ccccc54)ncnc32)c(C)c1	-10.0
CCC(Sc1nc(N)c(NC(=O)c2ccco2)c(=O)[nH]1)C(=O)OC (configuration not stated)	-25.0
Cc1nc(-c2ccccc2)sc1-c1cc(=O)[nH]c(SCC(=O)Nc2cc(F)ccc2F)n1	-14.0
Cn1nc2c(c1NC(=O)CSc1ccc(F)cc1)CCC2	-13.0&-7.0
CCc1c(C)nc(SCC(=O)Nc2cc(C)on2)[nH]c1=O	-5.0
Cc1ccc(NC(=O)CSc2nc3cc(-c4ccccc4)sc3c(=O)n2C)c(Cl)c1	-10.0

Remaining list, next part
SMILES	SSB-PriA inh
CCOC(=O)C1=C(CC)Nc2ccccc2NC1=NS(=O)(=O)c1ccc2ccccc2c1	2.7
Cc1cc2ncc(CCCNC(=O)Cn3cccc3)cn2n1	0.0
COc1ccc(C=NNc2nc(C(=O)O)cs2)cc1	17.8
Cc1ccc(-n2cc(C(=O)NC3CCCCC3)nn2)cc1	-8.0
COc1ccc(S(=O)(=O)NCC2CCN(Cc3cccs3)CC2)cc1	-1.0
O=C(CSc1nc2c(sc3ccccc32)c(=O)n1CCc1c[nH]c2ccccc12)NCc1ccco1	-19.0
O=C(CCCn1nc(-c2cccs2)ccc1=O)Nc1ccc(OC(F)(F)F)cc1	-6.0
O=S(=O)(Cc1ccccc1)N1CCC(Cn2ccc3cccnc32)CC1	-12.0
O=C(COc1ccc(Cl)cc1)N1CCN=C1SCc1cccnc1	-11.0
COc1ccc(Cl)cc1NC(=O)CN1CCN(S(=O)(=O)c2ccc(C)c(C)c2)CC1	20.0
Cc1ccn(-c2ccc(N3CCN(S(=O)(=O)c4ccccc4Cl)CC3)nn2)n1	-1.0
ClC(Cl)=Cc1nc2ccccc2s1	-12.0
CCOc1cccc2cc(C(=O)Nc3nnc(Cc4cccs4)o3)oc12	-1.0&7.0
CCc1c(C#N)c(SCC(=O)c2c(C)[nH]c3ccccc23)nc2c1C(=O)CC(C)(C)C2	-12.0&-6.0
COc1ccc(CCS(=O)(=O)Nc2ccc3c(c2)CN(C(=O)C(C)C)CC3)cc1	9.0
COc1ccc(C(=O)NCCn2ncc3c(=O)n(Cc4cccc(C)c4)cnc32)cc1	-16.0
COc1ccc(-c2nn(-c3ccccc3)cc2C=NN2C(=O)CSC2=S)cc1	-0.8
Cc1nc2ccccn2c1C(=O)N1CC(Oc2nc3ccccc3s2)C1	-4.0
Cc1cccc(C)c1NC(=O)c1csc2nc(-c3ccc(F)cc3)cn12	11.0
CC(C)Oc1ccc(C(=O)NCC2CCN(Cc3ccco3)CC2)cc1	-12.0
O=C(NN=Cc1ccco1)c1cc(-c2ccccc2)n[nH]1	-1.0
O=C(NCCn1ncc2c(N3CCN(c4ccccc4)CC3)ncnc21)C12CC3CC(CC(C3)C1)C2	15.0
COc1ccc(-c2cnc(SCc3ccc(Br)cc3)[nH]2)cc1	-5.0
O=C(NCC1CCC(c2nc3ccccc3[nH]2)CC1)c1ccc(Cn2ccnc2)cc1 (configuration not stated)	-17.0
CCOC(=O)c1c(NC(=O)c2ccnn2C)sc2c1CCCC2	-6.0
CCn1c(O)c(C=NN=Cc2ccc(OC)cc2)c2cc(C3=NNC(=O)CC3)ccc21	-10.1
CCOc1ccc(N2CCN(CC(=O)N3CCN(c4cc(C)ccc4C)CC3)C2=O)cc1	-6.0
O=S(=O)(NCc1ccnc(-c2cccs2)c1)c1ccc2c(c1)CCO2	-9.0
O=[N+]([O-])c1cc(-c2nc(-c3ccccc3)c3ccccn23)cc([N+](=O)[O-])c1	-5.0
O=C(Cn1cc(-c2nnc(-c3ccco3)o2)c2ccccc21)NCc1ccccc1	-9.0
COc1ccc(NC(=O)c2cc(-c3ccccc3)nc3c2c(C)nn3C2CCS(=O)(=O)C2)cc1 (configuration not stated)	-4.0
Cc1ccccc1NC(=O)CCc1csc(NC(=O)NC2CCCCC2)n1	-18.0
O=C(CCC(=O)NN=Cc1ccccc1O)NCc1ccccc1	7.4
Cc1ccc(S(=O)(=O)N=Cc2c(O)ccc3ccccc23)cc1	-3.9
CCOc1cccc2c1Oc1[nH]c(-c3cccc(OC)c3O)nc(=S)c1C2	-8.0
CCOC(=O)c1sc(NC(=O)CSc2nc(=O)n3cccc(C)c3n2)c(C(=O)OCC)c1C	2.0
COc1ccc(OC)c(-c2cc(C(=O)NCc3cnn4ccccc34)n(C)n2)c1	-17.0
O=C(NCCC(O)c1ccsc1)C(=O)Nc1ccon1 (configuration not stated)	3.0
CCn1ccnc1N1CCN(C(=O)/C=C\c2ccccc2)CC1	2.0
CCOC(=O)c1c(-c2ccc(C)cc2)csc1N=CN(C)C	-2.2
Cc1cc(NC(=O)C(=O)NCCN2CCN(c3ccccc3F)CC2)no1	-13.0
COc1ccccc1-c1ccc(N2CCC[C@H](C(=O)Nc3ccccc3C(N)=O)C2)nn1	-19.0
CCN(CC)CCSc1ccc(-c2ccccc2OC)nn1	5.0
CCC(=O)NC(=Nc1nc(C)cc(C)n1)Nc1ccc(OC)cc1	-4.8
O=C(c1cccc([N+](=O)[O-])c1)N1CCN(C(c2ccccc2)c2ccccc2)CC1	3.0
CCOc1ccccc1C(=O)NCc1ccc(C(=O)c2ccccc2)s1	-15.0
CCOC(=O)CCC(=O)Nc1nn(C)c2c1[C@H](c1ccco1)CC(=O)N2	-1.0
O=C(NCC[C@H](O)C1CC1)Nc1ccccc1Cl	-15.0
NCCn1ncc2c(=O)n(Cc3cccc([N+](=O)[O-])c3)cnc21	2.0
COc1ccc(-c2csc3ncnc(SCC(=O)Nc4ccc(S(N)(=O)=O)cc4)c23)cc1	-4.0&8.0

More compounds follow:
SMILES	SSB-PriA inh
O=C(Cc1ccccc1)NC[C@H](O)Cn1ccccc1=O	-9.0
CC(CCc1ccccc1)NC(=O)CN(C)c1nc2ccccc2s1 (configuration not stated)	-4.0
COc1ccc2c(C)cc(SCC(=O)Nc3ccc4c(c3)OCO4)nc2c1	1.0
O=C(Nc1nc2c(s1)Cc1ccccc1-2)c1sc2ccccc2c1Cl	-13.0
O=C(COc1ccc(Cl)cc1)N(CCCn1ccnc1)c1nc2c(F)cccc2s1	17.0
NC(=NOC(=O)/C=C/c1ccccc1)c1ccc(Br)cc1	-34.1
O=C(NN=Cc1ccc([N+](=O)[O-])s1)C1COc2ccccc2O1 (configuration not stated)	-1.7
Cc1cc(-c2nnc(NC(=O)c3ccc(S(=O)(=O)N(C)C4CC4)cc3)o2)n(C)n1	6.0
CCOC(=O)c1c(NC(=O)C(=O)NN=Cc2ccc(OCC)cc2)sc2c1CCCCC2	-5.7
COc1cc(-c2noc(CSc3nc4ccccc4c(=O)n3CCC(C)C)n2)cc(OC)c1OC	-4.0
Cc1nc(N2CCN(C(=O)Nc3ccc4c(c3)OCCO4)CC2)cc(-n2ccnc2)n1	-5.0
O=C(NN=C1CC2C=CCC12)c1ccc(Br)o1 (configuration not stated)	-5.5
O=C(NC1CCCCCC1)c1scc(-c2ccccc2)c1-n1cccc1	3.0
COc1ccc2oc(CO)cc2c1	9.0
C[C@@](O)(CNC(=O)C(=O)Nc1ccc(OC(F)(F)F)cc1)Cc1ccco1	-17.0
Cc1cc(C)n(CCNC(=O)C2CCN(c3cc(-n4cncn4)ncn3)CC2)n1	0.0
CCOc1ccc(-c2ccc(=O)n(CCCC(=O)NCc3ccc(F)cc3)n2)cc1	-18.0
Cc1cccc(C(=O)NCCOc2ccc3c(c2)OCO3)c1	2.0&6.0
COCCNC(=S)NN=C(C)c1cccc(C(F)(F)F)c1	-5.4
O=C(NCc1cccc(Oc2ccccn2)c1)c1cc(-c2ccccc2)on1	-17.0
O=C(NCCCS(=O)(=O)N1CCN(c2ccccn2)CC1)c1ccc(=O)[nH]c1	-20.0&-4.0
COc1ccccc1N1CCN(N=C(C)c2ccc(O)cc2)CC1	-5.4
CCOc1ccc(-n2nnc(C(N)=O)c2C)cc1	2.0
CN(C)C=Nc1ccc(S(=O)(=O)N(C)c2nccs2)cc1	5.0
O=C(Nc1cccc(-c2csc(Nc3ccc(F)cc3F)n2)c1)c1cnccn1	-14.0
COC(=O)c1ccccc1NC(=O)CSc1ccc2ccccc2n1	-13.0
COc1ccc(-c2cc(COC(=O)c3ccc(F)cc3F)no2)cc1OC	1.0

Rewritten as labelled records: entries from further up
O=C(NCCCS(=O)(=O)N1CCN(c2ccccn2)CC1)c1ccc(=O)[nH]c1
  SSB-PriA inh: -20.0&-4.0
COc1ccccc1N1CCN(N=C(C)c2ccc(O)cc2)CC1
  SSB-PriA inh: -5.4
COC(=O)c1ccccc1NC(=O)CSc1ccc2ccccc2n1
  SSB-PriA inh: -13.0
O=C(Nc1cccc(-c2csc(Nc3ccc(F)cc3F)n2)c1)c1cnccn1
  SSB-PriA inh: -14.0
